# DNA FID counter – counter-screen for HCV NS3 helicase inhibitors: DNA intercalator displacement. AID 1845. inhibition, % at 7.9 µM. DNA fluorescent intercalator displacement, fluorescence. hit rate 0.17% among 290,000; in the data active = inhibition above about 37%;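 also: 0% = vehicle and 100% = reference compound; higher means more ethidium bromide displaced from hairpin DNA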
# IMP-1 inhibitor – blocks Pseudomonas aeruginosa IMP-1 metallo-beta-lactamase | purified IMP-1, nitrocefin hydrolysis, epi-absorbance fluorescence | inhibition, % at 5.6 µM | hit rate 0.45% among 290,000 | AID 1556;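 active = inhibition above the mean plus 3 SD of all compounds in the same screening run, cut at about 4.5% in these data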;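 also: 0% = IMP-1 with DMSO and 100% = DMSO wells lacking enzyme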
#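 System: purified IMP-1 / Input: IMP-1 dispensed at 0.2 nM / Medium: 50 mM HEPES pH 7.1, 50 µM ZnSO4, 0.05% Brij 35 / Timing: 15 min enzyme–compound preincubation, then 25 min nitrocefin reaction, 25 °C / Technique: plate fluorescence quenching by hydrolysis product, ex 480/em 530 nm / Repeats: singlicate testing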
# GPR7 antag – human neuropeptides B/W receptor 1 antagonism; P48145; GPR7-expressing cells, fluorescence antagonist assay; hit rate 1.1% among 290,000; AID 1861; inhibition, % at 4.4 µM; in the data active = inhibition above about 16%, passing the limit was not always enough;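 also: cells stimulated with the agonist NPW; 0% = agonist with vehicle and 100% = vehicle without agonist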
# Target sequence (P48145 whole entry, looked up): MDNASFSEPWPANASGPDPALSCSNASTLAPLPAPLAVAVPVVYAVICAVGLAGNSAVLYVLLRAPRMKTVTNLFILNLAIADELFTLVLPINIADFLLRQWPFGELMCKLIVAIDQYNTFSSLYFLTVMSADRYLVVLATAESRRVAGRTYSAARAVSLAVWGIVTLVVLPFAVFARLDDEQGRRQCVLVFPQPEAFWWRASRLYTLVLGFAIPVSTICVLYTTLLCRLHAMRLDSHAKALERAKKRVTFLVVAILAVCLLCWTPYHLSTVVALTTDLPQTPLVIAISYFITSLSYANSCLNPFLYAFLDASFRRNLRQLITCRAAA
# GalR3 antagonist – human GalR3 antagonism; hit rate 0.44% among 360,000; AID 651719; HEK293 GalR3-CNG cAMP membrane potential fluorescence; galR3 body fused to GalR1 C-terminus; inhibition, % at 3 µM;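 active = inhibition above the screen-wide average plus 3 SD, cut at about 13% in these data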;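 also: forskolin and galanin both at EC90 stimulate the cells; cAMP rise reported by CNG channel membrane potential dye signal; 0% = forskolin plus galanin with DMSO and 100% = forskolin alone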
# Target sequence (O60755 1-299 limits assumed): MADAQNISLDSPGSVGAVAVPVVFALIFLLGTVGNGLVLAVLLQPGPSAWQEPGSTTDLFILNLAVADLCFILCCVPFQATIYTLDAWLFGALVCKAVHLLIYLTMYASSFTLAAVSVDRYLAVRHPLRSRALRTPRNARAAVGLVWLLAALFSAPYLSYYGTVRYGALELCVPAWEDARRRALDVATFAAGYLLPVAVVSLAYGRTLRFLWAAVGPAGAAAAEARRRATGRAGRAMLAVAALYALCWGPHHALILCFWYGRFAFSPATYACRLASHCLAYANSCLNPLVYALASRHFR
# V1R ag counter – counter-screen for oxytocin receptor agonists: human V1a receptor agonists; P37288; activation, % at 3 µM; CHO-V1R cells, Fluo-8 calcium fluorescence, agonist mode; 0% DMSO, 100% 3 nM vasopressin; hit rate 0.25% among 320,000;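 active = activation above the mean activation of all tested compounds plus 3 SD, per screening run, cut at about 20% in these data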;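 also: signal is peak over basal fluorescence ratio across a 100 second FLIPR read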
# NS3 helicase inh – inhibitors of Hepatitis C virus NS3 helicase; NS3 helicase DNA unwinding, Cy5 molecular beacon fluorescence; inhibition, % at 10.9 µM; hit rate 0.56% among 290,000; AID 1800;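 active = inhibition above the mean of all tested compounds plus 3 SD, set per campaign, cut at about 35% in these data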;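 also: 0% = DMSO wells and 100% = thioflavine S control wells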
#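 Test system: hepatitis C virus NS3 helicase domain fragment enzyme. Also added: annealed dual-labelled DNA beacon duplex, ATP-started. Timing: 60 min unwinding reaction at 25 °C after ATP addition. Technique: Cy5 fluorescence. Measure: % inhibition of unwinding.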
# OXTR agonist – human OXTR agonism; hit rate 0.32% among 320,000; CHO-OTR cells, Fluo-8 calcium fluorescence; normalized: DMSO 0%, oxytocin 100%; P30559; AID 2435; activation, % at 3 µM;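 active = activation above the mean of all tested compounds plus 3 SD, cutoff set per screening run, cut at about 20% in these data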;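 also: peak over basal fluorescence ratio from a 100 s FLIPR kinetic read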
# Target sequence (P30559 whole entry, looked up): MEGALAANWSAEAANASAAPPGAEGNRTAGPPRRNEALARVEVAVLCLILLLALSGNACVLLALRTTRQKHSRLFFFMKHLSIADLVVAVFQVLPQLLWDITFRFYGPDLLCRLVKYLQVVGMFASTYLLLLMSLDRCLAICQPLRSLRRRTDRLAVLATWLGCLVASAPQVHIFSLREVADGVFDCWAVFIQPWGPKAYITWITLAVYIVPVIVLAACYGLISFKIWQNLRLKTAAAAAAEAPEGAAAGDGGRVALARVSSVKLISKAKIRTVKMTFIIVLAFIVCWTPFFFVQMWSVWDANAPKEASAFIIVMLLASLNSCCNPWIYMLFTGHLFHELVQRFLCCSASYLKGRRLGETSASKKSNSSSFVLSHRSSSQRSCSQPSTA
# PHOSPHO1 block – PHOSPHO1 (human) inhibition. Q8TCT1. recombinant PHOSPHO1, absorbance phosphatase assay. inhibition, % at 13.3 µM. hit rate 1.1% among 290,000. AID 1565; in the data active = inhibition above about 60%
# VIM-2 inh – blocks Pseudomonas aeruginosa VIM-2 metallo-beta-lactamase. hit rate 0.89% among 290,000. purified VIM-2, nitrocefin hydrolysis, epi-absorbance fluorescence. inhibition, % at 5.6 µM;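 active = inhibition above the mean of all tested compounds plus 3 SD, cutoff set per screening run, cut at about 7.5% in these data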;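 also: red hydrolysis product quenches plate fluorescence so inhibitors raise well fluorescence; 0% = enzyme with DMSO and 100% = DMSO without enzyme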
# * = called active by the depositor; · = not tested or not shown. Compounds as they come; overall some 4.3% were active at least once.
# Letters – A = DNA FID counter; B = IMP-1 inhibitor; C = GPR7 antag; D = GalR3 antagonist; E = V1R ag counter; F = NS3 helicase inh; G = OXTR agonist; H = PHOSPHO1 block; I = VIM-2 inh
1) O=C(CN1CCN(c2ccccc2F)CC1)N1N=CCC1c1ccccc1 (stereo unspecified)
  A: -17	B: -3.4	C: -11	D: 2	E: 1.6	F: 8	G: -0.8	H: 2	I: -2.9

2) COc1c(Cl)cc(Cl)cc1C(=O)Nc1ccc(NC(=O)c2cccs2)cc1
  A: -11	B: -2.4	C: -8	D: -5	E: 4.8	F: -3	G: 5.3	H: 22	I: -2.2

3) CCOc1ccc2nc(SCC(=O)N3c4ccccc4Sc4ccccc43)sc2c1
  A: 1	B: -2.8	C: -3	D: -1	E: 0.8	F: -12	G: -0.5	H: 10	I: -0.3

4) CCOC(=O)N1CCN(Cc2nc(-c3ccc(C)cc3)no2)CC1
  A: -27	B: -4.1	C: -6	D: 0	E: 3.6	F: -1	G: 0.9	H: 0	I: -2.0

5) COc1ccc(CCNC(=O)CCN2C(=O)c3ccccc3C2=O)cc1OC
  A: -8	B: -1.0	C: -15	D: ·	E: 0.2	F: -7	G: -1.3	H: 38	I: -2.6

6) CSCCC(NC(=O)C1CCCC1)c1nnc2ccccn12 (stereo unspecified)
  A: -5	B: -2.5	C: -9	D: -4	E: 0.8	F: 1	G: 0.1	H: 34	I: 1.4

7) O=C1NCC(COc2ccc(Cl)cc2)O1 (stereo unspecified)
  A: 10	B: -1.2	C: -8	D: -3	E: -0.5	F: 4	G: -0.7	H: 32	I: -2.4

8) C=CCC1(O)C(=O)N2C(=C1C(=O)OCC)c1ccc3ccccc3c1CC2(C)C (stereo unspecified)
  A: -31	B: -2.0	C: -9	D: 0	E: -0.5	F: -14	G: -2.1	H: 15	I: -4.0

9) CCOCCCNC(=O)CN1CCN(c2ccc(F)cc2)CC1
  A: 2	B: 0.1	C: -3	D: -7	E: 0.3	F: -3	G: -1.2	H: 7	I: 0.4

10) CCC(C)C(=O)Nc1nnc(SCC(=O)NC2CCCCC2)s1 (stereo unspecified)
  A: -16	B: -1.4	C: -8	D: -8	E: 0.3	F: 5	G: 0.1	H: -16	I: -0.5

11) O=C(Cn1c2c(c(=O)n3ncnc13)CCC2)N/N=C/c1cccs1
  A: -5	B: -2.2	C: -12	D: 0	E: 1.5	F: -9	G: -1.4	H: 4	I: -1.9

12) O=C(CN1CCN(S(=O)(=O)N2CCCCC2)CC1)Nc1cc(Cl)ccc1Cl
  A: -8	B: -1.6	C: -12	D: -8	E: 1.6	F: -17	G: 0.8	H: 35	I: -1.8

13) CCc1ccc(/C=C2/C(=O)N(CC)C(=S)N2C)s1
  A: 5	B: -1.5	C: -13	D: -3	E: -0.8	F: 10	G: -2.5	H: -7	I: -2.7

14) CCN(c1ccccc1)S(=O)(=O)c1ccc(Cl)nc1
  A: -5	B: 0.6	C: -2	D: -4	E: -1.2	F: -1	G: -1.2	H: 6	I: 0.1

15) O=C(c1c(F)cccc1F)N1CCN(c2ncc(Br)cn2)CC1
  A: -20	B: -1.0	C: 11	D: -10	E: 0.1	F: -1	G: -1.3	H: 28	I: 0.1

16) COC(=O)c1ccc(CSc2nc3c(cnn3-c3ccccc3)c(=O)[nH]2)o1
  A: -2	B: -5.0	C: -20	D: 0	E: 0.5	F: 3	G: 0.9	H: -1	I: -3.7

17) C/C(=N\NC(=O)c1ccccc1)c1ccccc1F
  A: -4	B: -3.3	C: -1	D: -3	E: 0.6	F: -13	G: 0.5	H: 1	I: -1.6

18) CC(C)(C)OC(=O)n1cc(/C=N/NC(=O)c2ccco2)c2ccccc21
  A: -25	B: -1.3	C: -7	D: -5	E: 0.5	F: -18	G: 0.5	H: 43	I: -1.1

19) CN(Cc1nc(-c2ccccn2)no1)S(=O)(=O)c1ccc(Br)cc1
  A: -5	B: -0.9	C: 13	D: 1	E: 1.3	F: -3	G: 1.4	H: -10	I: -0.4

20) C=CCOc1c(Br)cc(/C=N\n2nnnc2N)cc1OC
  A: -4	B: -5.1	C: -7	D: 4	E: -0.6	F: 7	G: -2.8	H: -2	I: -5.0

21) CCOc1ccccc1C(=O)Nc1cccc2ccccc12
  A: -22	B: -2.9	C: -17	D: -2	E: -1.6	F: -6	G: -2.3	H: 29	I: -1.8

22) [O-][n+]1onc2c1C(N1CCOCC1)CCC2N1CCOCC1 (stereo unspecified)
  A: 1	B: -1.6	C: -8	D: -3	E: 1.8	F: 4	G: 1.9	H: 6	I: -3.9

23) CN(C)CCNC(=O)COc1ccc(C23CC4CC(CC(C4)C2)C3)cc1
  A: 38*	B: -0.8	C: 18	D: -3	E: 1.0	F: -41	G: 3.9	H: 66*	I: 1.5

24) COc1cccc(CN2CCNC(=O)C2CC(=O)N(C)CCc2ccccn2)c1 (stereo unspecified)
  A: -12	B: -2.6	C: -20	D: -1	E: 0.7	F: -10	G: -0.9	H: 7	I: -2.4

25) CCOc1ccccc1-c1nnc(SCC(=O)Nc2ccccc2)o1
  A: -15	B: -2.0	C: -14	D: 5	E: 1.0	F: -5	G: 0.8	H: 1	I: 0.0

# Part of the list above with just PHOSPHO1 block, NS3 helicase inh and V1R ag counter.
No.	compound	PHOSPHO1 block	NS3 helicase inh	V1R ag counter
1	O=C(CN1CCN(c2ccccc2F)CC1)N1N=CCC1c1ccccc1 (stereo unspecified)	2	8	1.6
9	CCOCCCNC(=O)CN1CCN(c2ccc(F)cc2)CC1	7	-3	0.3
12	O=C(CN1CCN(S(=O)(=O)N2CCCCC2)CC1)Nc1cc(Cl)ccc1Cl	35	-17	1.6
18	CC(C)(C)OC(=O)n1cc(/C=N/NC(=O)c2ccco2)c2ccccc21	43	-18	0.5
24	COc1cccc(CN2CCNC(=O)C2CC(=O)N(C)CCc2ccccn2)c1 (stereo unspecified)	7	-10	0.7

# The listing picks up; the 2 compounds before the break are reprinted first.
# Letters – A = DNA FID counter; B = IMP-1 inhibitor; C = GPR7 antag; D = GalR3 antagonist; E = V1R ag counter; F = NS3 helicase inh; G = OXTR agonist; H = PHOSPHO1 block; I = VIM-2 inh
24) COc1cccc(CN2CCNC(=O)C2CC(=O)N(C)CCc2ccccn2)c1 (stereo unspecified)
  A: -12	B: -2.6	C: -20	D: -1	E: 0.7	F: -10	G: -0.9	H: 7	I: -2.4

25) CCOc1ccccc1-c1nnc(SCC(=O)Nc2ccccc2)o1
  A: -15	B: -2.0	C: -14	D: 5	E: 1.0	F: -5	G: 0.8	H: 1	I: 0.0

26) CCN(C(=O)COC(=O)CCS(=O)(=O)c1ccc(C)cc1)C1CCS(=O)(=O)C1 (stereo unspecified)
  A: -13	B: -1.8	C: -1	D: 1	E: -0.8	F: 4	G: 0.1	H: 8	I: -2.5

27) Cc1cc2c(cc(C(=O)NCCCN3CCOCC3)n2Cc2ccc(Cl)cc2)o1
  A: 3	B: -2.1	C: 11	D: -6	E: 0.2	F: -26	G: 0.5	H: 13	I: -0.3

28) CC(OC(=O)CCCOc1ccccc1)C(=O)NC(N)=O (stereo unspecified)
  A: -1	B: -1.1	C: -2	D: -5	E: 0.0	F: -2	G: 1.3	H: 3	I: -0.7

29) CCC(c1nnnn1CCOC)N1CCN(c2cccc(C(F)(F)F)c2)CC1 (stereo unspecified)
  A: -22	B: -7.1	C: -3	D: -3	E: -0.1	F: 5	G: -0.5	H: 23	I: -4.9

30) COc1cccc(CNC(=O)Cn2ncn3cccc3c2=O)c1OC
  A: -8	B: -0.7	C: -5	D: ·	E: 1.3	F: 4	G: -0.1	H: 2	I: -2.3

31) O=C(CSc1nnc(COc2ccccc2)o1)Nc1nccs1
  A: -5	B: -0.9	C: -12	D: -2	E: -0.5	F: 8	G: 0.3	H: 16	I: -3.4

32) O=CN(/C=C1\Sc2ccccc2C1=O)Cc1ccccc1
  A: 1	B: 2.3	C: 7	D: -5	E: 0.6	F: 4	G: 1.5	H: 7	I: 2.5

33) COc1ccc(C)cc1NC(=O)C1CCN(S(=O)(=O)c2cccc3cccnc23)CC1
  A: -16	B: -2.8	C: -8	D: 5	E: 0.1	F: -5	G: 0.1	H: 5	I: 2.8

34) COCCn1c(SCC#N)nnc1-c1ccccc1O
  A: 4	B: -3.2	C: -4	D: -3	E: 0.0	F: 6	G: 0.4	H: 11	I: -2.3

35) Cn1cc(SCC(=O)N2CCCc3ccccc32)c2ccccc21
  A: -25	B: 6.9*	C: -6	D: ·	E: -0.4	F: -15	G: -2.3	H: 10	I: -0.1

36) COCc1c(C(=O)N/N=C/C2CC=CCC2)nnn1-c1nonc1N (stereo unspecified)
  A: -7	B: -3.1	C: -7	D: -3	E: 0.5	F: -7	G: 0.0	H: -16	I: -2.6

37) COc1ccc(CCNC(=O)c2ccc(-c3ccc([N+](=O)[O-])cc3Cl)o2)cc1
  A: -4	B: -3.1	C: -4	D: -2	E: 0.2	F: -1	G: -0.4	H: -4	I: -1.7

38) Cc1cc(N2CCN(c3ccccc3)CC2)nc(-n2nc(C)cc2C)n1
  A: -29	B: -3.0	C: 7	D: -4	E: -1.2	F: -4	G: -1.2	H: -5	I: 3.9

39) CCN(CC)C(=O)c1ccc(C(=O)c2c(C)cc(C)cc2C)cc1
  A: -34	B: -2.6	C: -9	D: 0	E: 1.7	F: -2	G: -0.4	H: 3	I: -5.3

40) COc1ccc(S(=O)(=O)NC(CC(=O)N2CCc3ccccc32)c2ccco2)cc1 (stereo unspecified)
  A: -13	B: -5.6	C: -13	D: 0	E: -0.6	F: -2	G: -0.8	H: 4	I: -4.9

41) COc1ccc(OC)c(-n2c(-c3cccc(C)c3)n[nH]c2=S)c1
  A: -18	B: -2.4	C: 0	D: -5	E: -1.0	F: 15	G: -0.4	H: -40	I: -2.9

42) Cc1cccn2cc(CNC(=O)CC3CCCC3)nc12
  A: -5	B: -3.3	C: -4	D: -3	E: 0.2	F: 5	G: -1.3	H: -3	I: -3.9

43) CC(C)C1=CC(=Nc2ccc(S(N)(=O)=O)cc2)C=C(C(C)C)C1=O
  A: -8	B: 1.9	C: -7	D: -7	E: ·	F: -10	G: ·	H: 30	I: 1.4

44) COc1ccc(NC(=O)Nc2cccs2)cc1OC
  A: -1	B: -0.8	C: 17	D: -7	E: 2.0	F: 5	G: 2.4	H: 39	I: 0.1

45) CC(C)CCn1c(=O)c2ccccc2n2c(CCl)nnc12
  A: 8	B: -3.4	C: 0	D: -4	E: -0.3	F: 6	G: -0.1	H: -12	I: -0.1

46) N#Cc1c(N2CCN(C(=O)c3ccco3)CC2)nc(-c2ccccc2)c2c1CCCC2
  A: -26	B: -1.1	C: -15	D: -9	E: 0.0	F: -1	G: -1.3	H: 1	I: -2.5

47) CCNC(=S)Nc1cccc(S(=O)(=O)NC2=NCCC2)c1
  A: -6	B: -3.4	C: 2	D: 4	E: 1.8	F: 8	G: 0.1	H: 7	I: -1.5

# Shown as a hit in PHOSPHO1 block, of those listed so far:
no.	SMILES	IMP-1 inhibitor	GPR7 antag	GalR3 antagonist	NS3 helicase inh	PHOSPHO1 block	VIM-2 inh
23	CN(C)CCNC(=O)COc1ccc(C23CC4CC(CC(C4)C2)C3)cc1	-0.8	18	-3	-41	66*	1.5

# Source: PubChem (several laboratories)
